NSD2 HMT inh: NSD2 (human) methyltransferase inhibition | O96028 | 310,000 tested, 0.54% active | NSD2 peptide methylation, AlphaScreen, 120 min | inhibition, % at 12.5 µM; in the data active means inhibition above about 50%
LANA DNA inh: inhibitors of KSHV LANA C-terminal domain DNA binding | MBP-C-LANA/FAM-LBS DNA binding, fluorescence polarization | inhibition, % at 9 µM | 340,000 tested, 0.078% active;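 active means highest replicate inhibition at or above 60% at 9 µM, even if other replicates fall short; inactive means all replicates below 60% inhibition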;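 further: 0% = neutral control wells and 100% = 4 µM acridine orange control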
PfHsp90 yeast 2: inhibits growth of yeast expressing Plasmodium falciparum Hsp90. S. cerevisiae expressing PfHsp90, BacTiter-Glo ATP, 48 h; yeast lacking PDR1 and PDR3 efflux regulators. inhibition, % at 9.4 µM. 310,000 tested, 0.32% active. AID 504621;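 active means every replicate shows inhibition above about 80%, whatever the replicate mean, limit read from the data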;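 further: 0% = DMSO neutral controls and 100% = 20 µM radicicol positive controls; yeast relying on Plasmodium falciparum Hsp90 in place of its own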
Rtt109 HAT inh: C. albicans Rtt109 histone acetyltransferase inhibition; inhibition, % at 34.9 µM; purified Rtt109/Vps75, ThioGlo CoA-SH fluorescence, 4 h; 330,000 tested, 0.16% active; Q5AAJ8;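 active means inhibition of at least 50% in every replicate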
RTF Ca sens inh: cardiac RTF calcium desensitization; inhibition, % at 7.15 µM; 340,000 tested, 0.12% active; IANBD-labeled cardiac RTF, Ca2+ fluorescence;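 active means inhibition above the mean inhibition of all tested compounds plus 3 SD, cut at about 17% in these data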;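 further: assay run at fixed EC70 calcium of 1.6 mM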
PvdQ acylase: P. aeruginosa PvdQ acylase inhibition; 340,000 tested, 0.063% active; purified PvdQ acylase, fluorescence plate reader; AID 488965; inhibition, % at 10 µM; in the data active means inhibition above about 30%, passing the limit was not always enough;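 further: 0% = vehicle neutral wells and 100% = reference inhibitor wells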
SUMO Mot1 rescue: SUMOylation pathway inhibition by Mot1-301 growth rescue | S. cerevisiae Mot1-301 growth rescue, ATP luminescence, 38.5C; percent above DMSO median, 100 means doubled | growth rescue, % at 18.8 µM | 320,000 tested, 1% active | AID 2716;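 active means every valid replicate shows activation above 250% relative to neutral control wells; inactive means the rest, any valid replicate at or below 250%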;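 further: OY570 slx delta 5 strain wells were the positive control but not used for scaling; some compounds called inactive have numbers as strong as hits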
Keap1 Nrf2 FP: disrupts human Keap1 binding to Nrf2 peptide; Q14145; Keap1 Kelch-Nrf2 peptide fluorescence polarization, 1536-well; inhibition, % at 9.4 µM; 340,000 tested, 0.15% active; in the data active means inhibition above about 12%;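 further: human Keap1 Kelch domain with fluorescein labeled Nrf2 9mer peptide probe; 0% = neutral control wells and 100% = peptide positive control; higher means more block of Keap1 binding to Nrf2 peptide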
cardiac RTF act: increases calcium sensitivity of human cardiac regulated thin filaments | P19429+P45379 | IANBD-labeled TnC RTF fluorescence at EC20 calcium; 0% EC20 calcium, 100% full calcium | activation, % at 7.2 µM | 340,000 tested, 0.24% active;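 active means activation above the mean over all tested compounds plus 3 SD, cut at about 30% in these data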;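 further: rise in fluorescence read as greater calcium sensitivity of cardiac thin filaments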
dFosB activator: mouse delta FosB homodimer activation; P13346; purified delta FosB, TAMRA-CDK5 oligo fluorescence polarization; percent of positive-control signal above neutral wells; activation, % at 25 µM; 340,000 tested, 0.99% active;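 active means mean activation above about 17%, with every replicate also reaching it, limit read from the data, passing the limit was not always enough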;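 further: fluorescence polarization rise as delta FosB binds a TAMRA Cdk5 AP-1 oligo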
CDK5 p35 inh: CDK5/p35 (human) kinase inhibition; Q00535+Q15078; Recombinant CDK5/p35, ADP-Glo luminescence, 60 min; inhibition, % at 10 µM; 330,000 tested, 0.01% active;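 active means highest replicate inhibition of at least 50% and at least 75% of replicates reaching 50%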;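 further: plate controls were DMSO neutral control for no effect and GW8510 at 10 µM for full effect; many of its hits are not listed in these tables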
Starred values were filed as active, the others as inactive; . = no result given.

SMILES	NSD2 HMT inh	LANA DNA inh	PfHsp90 yeast 2	Rtt109 HAT inh	RTF Ca sens inh	PvdQ acylase	SUMO Mot1 rescue	Keap1 Nrf2 FP	cardiac RTF act	dFosB activator	CDK5 p35 inh
CC1(C)CC(=O)C(C=Nc2cccnc2/N=C/C2=C(O)CC(C)(C)CC2=O)=C(O)C1	-7	0.8	-48	-36	-22	-11	17	-6	-4	-1	-0.7
Cc1ccc(S(=O)(=O)N(C)c2ccc(OCC(=O)OCC(=O)N(CC#N)c3ccccc3)cc2)cc1	16	-0.8	2	1	1	-9	7	0	-9	4	0.1
CCN(CC)CCCNC(=S)N1CCN(c2nc(-c3ccccc3)cs2)CC1	28	-6.5	-30	0	-13	-9	-9	2	2	-23	2.8
CCSc1nnc(NC(=O)c2cccc(OCc3c(C)noc3C)c2)s1	-6	0.8	.	21	7	3	11	0	0	-8	-0.2
CCCNC(=S)N1CCCC(c2nc3ccccc3[nH]2)C1 (stereo not given)	3	-0.1	-10	3	-5	-7	41	1	-4	-2	-0.2
COC(=O)N/N=C(\C)c1ccc(OC(F)F)cc1	-4	-0.7	-4	1	-3	4	0	6	1	-1	-1.3
Cc1cc(S(=O)(=O)Nc2cccnc2)c(C)s1	0	12	-2	-2	1	-6	1	2	1	0	-0.4
CC(C)(C)c1[nH]nc2c1C(c1ccccc1OC(=O)N1CCOCC1)C(C#N)=C(N)O2 (stereo not given)	-1	-0.2	9	.	-2	-15	-1	-6	4	-2	-1.4
Cc1c(NC(=S)NC(=O)c2ccco2)cccc1-c1nc2ncccc2o1	.	0.7	16	-10	15	9	16	3	-6	5	-2.6
Cc1nn(C)c(C)c1S(=O)(=O)N1CCCC(C(=O)NC2CCCCCC2)C1 (stereo not given)	.	0.0	4	2	-18	-10	12	2	0	0	1.0
CCCCNC(=O)CCCN1C(=O)c2cccnc2Sc2ccccc21	0	-0.1	-6	2	-7	-9	-9	-1	3	-15	0.4
COc1cc(/C=N/NC(=O)c2ccc(C)nc2)cc([N+](=O)[O-])c1O	4	1.9	-43	7	-7	-15	92	-4	-3	1	0.4
COc1ccc(CCN2C(=O)c3cccc4c(C(=O)N5CCCCC5)ccc(c34)C2=O)cc1OC	9	1.4	-2	-1	-2	-16	-1	-2	3	-9	2.0
CCCC(C)NC(=O)c1ccc(C2SCC(=O)N2Cc2ccco2)cc1 (stereo not given)	2	-0.3	2	3	-5	-5	8	-6	-2	3	-0.5
CC1CCN(C(=O)/C(=C\c2cccs2)NC(=O)c2ccccc2)CC1	0	0.3	12	9	-2	-12	8	-4	6	4	-1.1
Cc1cc(Cl)ccc1OCC(=O)OCC(=O)N1CCC(C(N)=O)CC1	8	0.1	11	4	-3	-6	-10	-2	3	-3	-1.5
N=C1/C(=C/c2cccn2CCOc2ccccc2)C(=O)N=C2SC=C(c3ccccc3)N12	-2	4.1	21	-7	-2	-13	-6	-8	-8	-4	0.4
Cc1cc(C)c(C(=O)CN2C(=O)NC3(CCCCC3)C2=O)cc1C	0	28	4	-2	-5	5	-9	-4	-7	0	3.1
Cc1ccc(C(=O)NN=Cc2ccc3c(c2)OCO3)cc1	0	2.2	-1	4	-9	-8	.	0	-3	1	1.5
CC(C(=O)N1CCCCC1)N(C)CC(=O)Nc1ccc(Cl)cc1 (stereo not given)	1	-0.3	-10	3	3	-7	-2	-6	0	-2	0.4
COc1ccccc1-n1c(SCC(=O)O)nc2sc3c(c2c1=O)CCC3	-1	0.0	-3	19	-2	22	9	3	-2	1	-0.6
CCCc1nc(NCCCOCC)c2nnn(Cc3ccccc3)c2n1	-1	0.8	16	0	-1	-5	12	2	0	-4	-1.2
COc1cc(NS(=O)(=O)c2c(C)[nH]c(C)c2C(=O)N2CCCC2)cc(OC)c1OC	-1	19	4	-5	-3	2	-4	-5	2	-8	-0.2
Cc1cc(C)c(NC(=O)C2CCCO2)c(C)c1NC(=O)C1CCCO1 (stereo not given)	0	0.3	15	46	2	1	0	-4	-4	-3	0.2
CC(C)c1ccc(/C=C/C(=O)NC(=S)Nc2ccc(CN3CCOCC3)cc2)cc1	2	-0.4	3	.	-7	-7	11	-4	-9	3	-1.4

The listing continues.
SMILES	NSD2 HMT inh	LANA DNA inh	PfHsp90 yeast 2	Rtt109 HAT inh	RTF Ca sens inh	PvdQ acylase	SUMO Mot1 rescue	Keap1 Nrf2 FP	cardiac RTF act	dFosB activator	CDK5 p35 inh
Cc1oc(-c2ccccc2F)nc1CS(=O)(=O)CC(=O)NCCCc1ccccc1	.	1.0	-13	-8	-5	-2	4	1	-2	-8	1.1
COc1cccc(C2C(C(=O)NCc3ccccc3)=C(C)Nc3ncnn32)c1 (stereo not given)	0	1.2	.	.	4	-3	0	2	0	0	-0.4
COC(=O)c1cc2n(n1)CCN(Cc1cccc(OC)c1)C2=O	32	3.1	-7	-4	10	-3	-8	1	9	0	1.2
COc1ccccc1N1CCN(CC(O)COc2ccc(S(=O)(=O)N3CCOCC3)cc2)CC1 (stereo not given)	.	-2.1	27	-4	3	4	121	-3	-5	-3	-0.4
O=C(CCc1ccc(S(=O)(=O)NCCc2ccccc2)cc1)Nc1ccc2c(c1)OCO2	-1	0.1	15	-24	-5	-11	16	-5	6	5	1.0
COc1ccc(CNC(=O)C(C)Sc2nc3ccccc3c(=O)n2CCCN2CCOCC2)cc1 (stereo not given)	-4	-1.4	20	12	-1	-4	52	-2	7	2	-1.7
N#Cc1nc(-c2ccccc2)oc1N1CCN(C(=O)c2ccco2)CC1	1	-2.4	20	-1	0	-1	1	-3	0	-4	0.3
COc1ccc(OC)c(S(=O)(=O)N2CCC(C(=O)Nc3cccc(C)c3C)CC2)c1	2	2.2	-9	-7	-2	-3	-14	-3	-4	12	1.2
S=C(NCC1CCCO1)Nc1ccc(Cl)cc1Cl (stereo not given)	-1	0.2	0	0	-13	12	-8	1	7	6	-0.5
CCNC(=O)CC1C(=O)N(c2cccc(OC)c2)C(=O)N1CCOC (stereo not given)	-2	1.3	-40	12	-6	-7	-8	-3	-2	-4	-2.3
CCN(CC)S(=O)(=O)c1cccc(N=Nc2c(O)c3ccccc3oc2=O)c1	-7	1.2	4	24	4	19	-13	0	1	-8	0.2
O=c1c2c(ncn2C2CCCC2)n(Cc2ccccc2)c(=O)n1CCOc1ccc(Br)cc1	-1	-2.4	-19	-13	6	-9	1	-6	3	-3	-6.1
O=C(Cc1ccccc1[N+](=O)[O-])OCN1C(=O)c2ccccc2C1=O	8	-0.2	6	-7	0	-10	-9	0	0	-2	0.4
Cc1cc(C)cc(SCc2noc(C(=O)NC(C)C)c2C(=O)NC(C)C)c1	.	0.4	8	6	-9	-6	9	-2	8	-7	1.4
Cc1csc(SCC(=O)Nc2ccc(Cl)cn2)n1	-3	0.1	-1	8	-4	-5	182	-1	-3	0	.
O=C(Nc1ccc(Cl)cc1)ON=C1CCCC1	-2	0.9	-1	-11	-12	1	7	-5	5	-5	-3.5
COc1cc(OC)cc(C(=O)N2CCN(Cc3ccccc3Br)CC2)c1	1	1.1	-5	-1	5	-13	1	2	5	-3	-2.3
Cc1cc(C)cc(N2C(=O)CN(Cc3sccc3C)C2=S)c1	-4	0.0	10	6	4	-3	-1	1	-1	-6	0.2
CCC(C)/C(C)=N/NC(=O)CNS(=O)(=O)c1ccc([N+](=O)[O-])cc1 (stereo not given)	-3	-0.5	13	-1	-1	-5	3	1	0	-4	-0.1
COc1ccc(C(=O)OC/C(O)=C(\C#N)c2nc3ccccc3[nH]2)cc1S(=O)(=O)N1CCOCC1	0	-2.5	-25	6	-9	-23	-18	-5	17	1	0.9
COC(=O)C1=C(CSc2nccn2C)NC(=O)NC1c1cc(C)ccc1C (stereo not given)	-1	0.1	-16	-1	-2	-16	380	-2	0	-6	-0.9
CCCC1C2C(=O)N(c3cccc(C)c3)C(=O)C2ON1c1ccccc1 (stereo not given)	0	-19	8	4	-5	-17	-3	-1	5	-4	2.8
CSc1nccn1CC(=O)Nc1ccc(F)cc1	-1	0.6	3	4	-7	-19	-14	-2	2	-1	-0.5
CC(O)C(=O)N/N=C/c1ccccc1C(=O)O (stereo not given)	-3	-3.0	9	2	-5	-3	427	1	-1	-1	-0.1
CCOC(=O)c1cc(-c2ccccc2)sc1NC(=O)C(C)Sc1nnc(N)s1 (stereo not given)	0	2.3	3	0	0	-1	9	-1	1	-3	-0.8

Additional records
SMILES	NSD2 HMT inh	LANA DNA inh	PfHsp90 yeast 2	Rtt109 HAT inh	RTF Ca sens inh	PvdQ acylase	SUMO Mot1 rescue	Keap1 Nrf2 FP	cardiac RTF act	dFosB activator	CDK5 p35 inh
CC(C)NS(=O)(=O)c1ccc(NC(=O)C(C)OC(=O)CCC2CCCCC2)cc1 (stereo not given)	-1	2.7	-21	2	-12	-15	.	0	-12	-12	0.3
COc1ccc(/C=C(/NC(=O)c2ccccc2Cl)C(=O)NCCCC(=O)O)cc1	-2	-1.7	-25	-1	-5	0	11	-1	-3	7	0.4
Cc1c(Br)ccc(NC(=O)c2ccccc2[N+](=O)[O-])c1C	0	0.2	-25	.	-3	8	7	-7	-1	-1	-0.8
CCCc1cc(=O)[nH]c2nnc(SCC(=O)Nc3nccs3)n12	4	0.1	.	-1	-7	-9	318	-7	4	1	-1.6
O=C(Cn1cc2c(n1)CCCCC2)Nc1ccccc1Cl	2	1.0	6	-3	-6	-1	-7	-1	-4	0	0.9
O=C(O)C(SC(C(=O)O)c1ccccc1)c1ccccc1 (stereo not given)	-1	1.8	-16	-7	-3	8	.	2	-2	-1	0.5
CCOC(=O)C1CCN(C(=O)c2cccc(N3C(=O)NC4CC3(C)Oc3ccc(C)cc34)c2)CC1 (stereo not given)	-3	-0.6	-15	3	2	-9	-10	3	-7	-11	-0.2
Cc1nc2ccc(Br)cc2c(=O)n1Cc1cccs1	-1	-1.1	-3	11	-3	-2	-11	2	3	-7	-0.4
CN1CCN(c2ccccc2NC(=O)c2ccc(-c3ccc(Cl)c(Cl)c3)o2)CC1	0	-3.6	.	-4	5	-14	225	2	2	2	-1.7
CC(C)c1ccc2oc(=O)cc(CN3CCN(Cc4ccccc4)CC3)c2c1	0	-2.4	-16	-7	0	1	-4	3	-5	-6	1.6
COc1ccc(C(=O)C2CCCN(Cc3ccc4c(c3)OCCO4)C2)cc1F (stereo not given)	.	2.3	-6	-1	-9	-6	10	0	3	-15	0.2
CCP(=O)(c1ccccc1)C(C)(C)O (stereo not given)	0	1.1	0	-8	-12	-8	-3	-1	2	5	-1.5

Reformatted as a markdown table: entries from further up.
| compound | NSD2 HMT inh | LANA DNA inh | PfHsp90 yeast 2 | Rtt109 HAT inh | RTF Ca sens inh | PvdQ acylase | SUMO Mot1 rescue | Keap1 Nrf2 FP | cardiac RTF act | dFosB activator | CDK5 p35 inh |
| --- | --- | --- | --- | --- | --- | --- | --- | --- | --- | --- | --- |
| COC(=O)C1=C(CSc2nccn2C)NC(=O)NC1c1cc(C)ccc1C (stereo not given) | -1 | 0.1 | -16 | -1 | -2 | -16 | 380 | -2 | 0 | -6 | -0.9 |
| CCCc1nc(NCCCOCC)c2nnn(Cc3ccccc3)c2n1 | -1 | 0.8 | 16 | 0 | -1 | -5 | 12 | 2 | 0 | -4 | -1.2 |
